mIDH1 inhibitor: qHTS for Inhibitors of mutant isocitrate dehydrogenase 1 (IDH1): qHTS; Potency, µM (series often up to 76.6 µM), for the others: at the top dose activity change, negative = inhibition, usual class: inhibitors; hit rate 0.093% among 390,000; Isocitrate dehydrogenase [NADP] cytoplasmic (Homo sapiens), O75874; AID 602179, 2012; IDH1-R132H enzyme, NADPH consumption, diaphorase/resazurin fluorescence; note: potency is the fitted concentration of half-maximal effect; % is set by controls: 0 for no effect and ±100 for the full control effect; nearly all actives have a fitted effect of over 65% in size
Target sequence (O75874 whole entry R132H, stated change not applied): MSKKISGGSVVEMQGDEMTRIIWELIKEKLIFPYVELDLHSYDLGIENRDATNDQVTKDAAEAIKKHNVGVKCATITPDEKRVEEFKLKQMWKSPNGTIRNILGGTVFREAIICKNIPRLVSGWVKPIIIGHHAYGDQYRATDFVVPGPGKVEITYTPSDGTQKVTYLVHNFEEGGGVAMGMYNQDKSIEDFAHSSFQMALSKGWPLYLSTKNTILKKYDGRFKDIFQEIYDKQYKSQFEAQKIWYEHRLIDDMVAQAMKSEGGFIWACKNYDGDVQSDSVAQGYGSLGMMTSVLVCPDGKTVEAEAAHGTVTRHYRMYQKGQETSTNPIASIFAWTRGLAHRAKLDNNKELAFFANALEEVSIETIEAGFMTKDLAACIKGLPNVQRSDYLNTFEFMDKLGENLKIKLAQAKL
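IDH1-R132H (0.5 ug/mL dispensed) in pH 7.5 Tris buffer was preincubated 30 min with compound, then given a substrate mix of 0.016 mM NADPH and 2 mM alpha-KG for 80 min at room temperature; remaining NADPH was read by diaphorase/resazurin fluorescence.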
Pin1 inhibitor: qHTS Assay to Find Inhibitors of Pin1; Potency, µM (titrated, usually from 115 µM), for the others: top-dose activity, negative = inhibition, most hits filed as inhibitors; Pin1 FP peptide displacement, HiFluor488, 10 min; Peptidyl-prolyl cis-trans isomerase NIMA-interacting 1 (Homo sapiens), Q13526; hit rate 0.009% among 390,000; AID 504891, 2011; active = well fitted inhibition curve with a large enough effect in the polarisation, with a control signal flat, not every such curve was filed as active; inconclusive = small, poorly fitted or top-dose-only effect, or effect the other way, or a change in a side signal; inactive = no such curve, though single readings can be large or run the other way; the % refers to the polarisation; note: potency is the fitted concentration of half-maximal effect; % is set by controls: 0 for no effect and ±100 for the full control effect
Target sequence (Q13526 whole entry, looked up): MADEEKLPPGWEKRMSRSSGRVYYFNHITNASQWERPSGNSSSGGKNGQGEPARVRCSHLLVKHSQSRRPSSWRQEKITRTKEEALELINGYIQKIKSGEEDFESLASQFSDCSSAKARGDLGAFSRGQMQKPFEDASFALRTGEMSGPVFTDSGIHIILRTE
TrxR1 substrate: qHTS Assay for Substrates of Mammalian Selenoprotein Thioredoxin Reductase 1 (TrxR1): qHTS. Thioredoxin reductase 1, cytoplasmic (Rattus norvegicus), O89049. purified TrxR1 substrate turnover, NADPH consumption readout. Potency, µM (top dose mostly 114 µM), without a hit: at the highest dose activity change, negative = substrate turnover. hit rate 0.01% among 390,000; note: potency is the fitted concentration of half-maximal effect; % is set by controls: 0 for no effect and ±100 for the full control effect; nearly all actives have a fitted effect of over 50% in size
Target sequence (O89049 whole entry, looked up): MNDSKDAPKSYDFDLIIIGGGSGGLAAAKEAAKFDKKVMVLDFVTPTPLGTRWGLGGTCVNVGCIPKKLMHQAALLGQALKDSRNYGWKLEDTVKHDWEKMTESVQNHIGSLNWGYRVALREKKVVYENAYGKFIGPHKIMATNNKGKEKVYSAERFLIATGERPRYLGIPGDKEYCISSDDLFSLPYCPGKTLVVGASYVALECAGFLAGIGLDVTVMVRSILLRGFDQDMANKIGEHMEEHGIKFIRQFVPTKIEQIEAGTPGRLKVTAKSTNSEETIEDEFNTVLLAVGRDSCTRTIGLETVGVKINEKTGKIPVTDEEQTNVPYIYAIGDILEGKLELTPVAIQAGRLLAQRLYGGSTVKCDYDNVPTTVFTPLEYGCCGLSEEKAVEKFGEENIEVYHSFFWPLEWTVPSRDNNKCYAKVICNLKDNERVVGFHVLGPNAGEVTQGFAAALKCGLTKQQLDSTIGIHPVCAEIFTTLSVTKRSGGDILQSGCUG
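Rat TrxR1, dispensed at 90 nM, was prereduced with 400 uM NADPH (final) for 5 min at ~22 deg C, then incubated with compound 15 min before 400 uM selenite. A first-read NADPH fluorescence drop versus no-compound background flagged substrates.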
TRHR PAM: qHTS for Small Molecule Agonists and Allosteric Enhancers of Human TRH Receptor: Primary Screen for Enhancers; TRHR cells, fluo-8 calcium fluorescence, EC20 TRH enhancement; hit rate 0.66% among 360,000; Thyrotropin-releasing hormone receptor (Homo sapiens), P34981; enhancement, % at 2 µM; in the data active = enhancement above about 30%; note: 0% is about no effect
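TRHR-expressing cells loaded with fluo-8 calcium dye were read kinetically (ex 480/em 530) during compound addition, then stimulated with an EC20 of TRH (10 nM final). Enhancement of the Gq-mediated intracellular calcium response was scored.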
D2 ag: HTS Assay for Allosteric Agonists of the Human D2 Dopamine Receptor: Primary Screen for Agonists; HEK293 T-REx D2 cells, calcium flux agonist mode; activation, % at 2 µM; hit rate 0.53% among 340,000;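 active = activation over 3 SD above normal in the single-dose calcium agonist read, cut at about 30% in these data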; note: 0% is about no effect
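Tetracycline-induced HEK293 Trex cells with D2 receptor force-coupled to calcium signaling, plated overnight at 30 C and loaded with no-wash calcium dye. Calcium flux read kinetically for 180 s after compound addition; responses flag agonists.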
D2 antagonist: HTS Assay for Allosteric Antagonists of the Human D2 Dopamine Receptor: Primary Screen for Antagonists | D(2) dopamine receptor (Homo sapiens), P14416 | HEK293 TREx D2 cells, calcium flux, dopamine EC80 | inhibition, % at 10 µM | hit rate 2% among 340,000; in the data active = inhibition above about 30%; note: 0% is about no effect
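Cells plated overnight at 30 C with tetracycline; no-wash calcium dye, 30–90 min RT; 10 s baseline; compound pinned; 180 s read; EC80 dopamine added; another 180 s read.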
USP1-UAF1 inh: Inhibitors of USP1/UAF1: Primary Screen. hit rate 0.23% among 390,000. recombinant USP1/UAF1, Ub-Rhodamine cleavage fluorescence. Potency, µM (top dose mostly 57.1 µM), for the others: at the highest dose activity change, negative = inhibition, hits mostly inhibitors. Ubiquitin carboxyl-terminal hydrolase 1 (Homo sapiens), O94782; note: potency is the fitted concentration of half-maximal effect; % is set by controls: 0 for no effect and ±100 for the full control effect; nearly all actives have a fitted effect of over 60% in size; inactives centre near -12
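In this screen, compounds sit with the deubiquitinase complex (1nM) for 15 min at room temperature before Ub-Rho is added at 150nM final. Fluorescence rise is then followed for 6 reads every 60 seconds.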
TrxR1 inh: qHTS Assay for Inhibitors of Mammalian Selenoprotein Thioredoxin Reductase 1 (TrxR1): qHTS. recombinant rTrxR1, NADPH fluorescence consumption, selenite substrate. Potency, µM (highest dose often 114 µM), for inactives: at the top dose activity change, negative = inhibition, most hits filed as inhibitors. hit rate 1% among 390,000. AID 588453, 2011; note: potency is the fitted concentration of half-maximal effect; % is set by controls: 0 for no effect and ±100 for the full control effect; nearly all actives have a fitted effect of over 65% in size
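Rat TrxR1 (90 nM in the dispensed reagent) was pre-reduced with 400 uM NADPH for 5 min at room temperature, then incubated with compound for 15 min. After 400 uM selenite was added, NADPH fluorescence (Ex 340/Em 450 nm) was followed for 8 min.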
TRHR ag: qHTS for Small Molecule Agonists and Allosteric Enhancers of Human TRH Receptor: Primary Screen for Agonists; Thyrotropin-releasing hormone receptor (Homo sapiens), P34981; TRHR cells, calcium flux fluo-8, FDSS agonist mode; activation, % at 2 µM; hit rate 0.18% among 360,000; in the data active = activation above about 30%; note: 0% is about no effect
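In this calcium-flux screen, cells bearing human TRHR are dye-loaded with fluo-8, baselined for 10 cycles, then exposed to library compounds; positive kinetic calcium responses during the agonist phase mark hits, with TRH as control.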
Numbers without * were called inactive; ? = inconclusive; . = not tested or not shown; [ ] = remark or other dose. Unless noted, calls come from the whole dose curve; as a rule, active = well fitted inhibition curve with a large enough effect; inconclusive = small, poorly fitted or top-dose-only effect; inactive = no such curve, though single readings can be large or run the other way.

SMILES	mIDH1 inhibitor	Pin1 inhibitor	TrxR1 substrate	TRHR PAM	D2 ag	D2 antagonist	USP1-UAF1 inh	TrxR1 inh	TRHR ag
CCOC(=O)C1(CCCc2ccccc2)CCN(S(C)(=O)=O)CC1	3%	-2%	-2%	-8	0.4	1	-21%	15%	-0.4
O=C(CCCc1ccccc1)NCCCN1CCOCC1	-5%	0%	0%	13	0.2	-4	-4%	4%	0.7
Cc1c(Br)cc(C(=O)N2CCCC2)c(C)c1C	10%	0%	-10%	-2	1.1	-4	-9%	-16%	0.3
O=C(Nc1ccc2c(c1)OCO2)Nc1ccc2c(c1)OCO2	17%	2%	-1%	10	-0.7	-8	-22%	14%	-0.2
CCc1nnc(NCn2nc(C)cc2C)s1	6%	-3%	9%	3	-0.2	21	-18%	11%	-0.7
COc1ccc(-n2nnnc2CNC(=O)c2ccc3ccccc3c2)cc1	3%	-3%	-11%	2	0.9	-7	-11%	-17%	0.0
Cc1c(NC(=O)COc2ncnc3ccccc23)c(=O)n(-c2ccccc2)n1C	5%	-14%	-4%	0	0.5	-6	-10%	20%[57.1 µM]	0.4
CCOC(=O)c1ccc(S(=O)(=O)N2CCN(C(=O)c3cc4ccccc4o3)CC2)cc1	-2%	0%	-14%	-4	0.1	26	-2%	-6%	0.2
CC(=O)N1CCN(c2nc3c(F)cc(F)cc3s2)CC1	18%	1%	6%[57.1 µM]	-1	-4.9	.	-13%	10%[57.1 µM]	0.0
O=C(NCc1ccc(F)cc1)c1cc(Sc2ccc(F)cc2F)nc2ccccc12	-7%	17%	-3%[57.1 µM]	1	-0.1	.	9%	9%[57.1 µM]	0.8
COCCN(C(=O)COC(=O)C1=COCCO1)c1c(N)n(Cc2ccccc2)c(=O)[nH]c1=O	4%	-1%	0%	-6	0.0	5	-13%	-4%	0.7
CN(C)c1cccc(C(=O)OC(C(=O)Nc2ccc(Cl)cc2C(F)(F)F)c2ccccc2)c1 (configuration not stated)	-1%	35%[activator]	96%[activator]	-2	-0.1	26	-23%	51%[activator]	0.8
O=C(COC(=O)c1cccc(Br)c1)NCC1CCCO1 (configuration not stated)	5%	6%	3%[57.1 µM]	.	.	.	-4%	13%[57.1 µM]	.
O=C(Nc1ccc([N+](=O)[O-])cn1)c1cc(-c2cccc(Cl)c2)nc2ccccc12	3%	5%	-13%	0	.	.	-7%	-14%	-0.1
CSc1ccc(CCNC(=O)c2cc3cc(S(=O)(=O)N4CCCCC4)ccc3n2C)cc1	-8%	2%	1%[57.1 µM]	4	.	.	?	25%[57.1 µM]	0.6
COc1cc(C2NC(=O)NC(C)=C2C(=O)OCc2ccc(C)cc2)cc(OC)c1O (configuration not stated)	6%	2%	-8%	2	1.5	-6	-6%	-1%	0.3
Nc1c(-c2nc(-c3ccc(F)cc3)cs2)c2ccccn2c1C(=O)c1ccc2c(c1)OCO2	.	-2%	-3%	3	-0.4	.	-8%	1%	1.4
CCS(=O)(=O)c1ccc2oc(SCC(=O)N3CCCCC3)nc2c1	1%	0%	9%[57.1 µM]	-6	-0.2	-3	-1%	17%[57.1 µM]	0.5
CS(=O)(=O)N1CCCC(C(=O)Nc2ccccc2)C1 (configuration not stated)	5%	6%	-4%[57.1 µM]	32*	-1.4	-7	-8%	13%[57.1 µM]	0.2
CCCN=C1N(C)C[C@@H]2[C@@H]3C(=O)N(C)C(=O)[C@@H]3[C@](CC)(C(=O)OC)N12	-7%[38.3 µM]	-5%	2%	.	.	.	-20%	33%	.
O=C(CSCc1ccccc1Cl)NN=C1CCCCCC1	3%	-2%	3%	-3	0.5	38*	-4%	6%	-0.2
Cc1c(C)c2ccc(OCC(=O)Nc3cccnc3)cc2oc1=O	3%	109%[activator]	23%	-2	-1.7	23	-29%	27%	0.2
O=C(CSc1nc(-c2ccco2)cc(C(F)(F)F)n1)NN1CCOCC1	-9%	1%	-12%	1	-0.3	28	-1%	-17%	-0.1
Cc1nnc(N2CCCCC2)c2ccccc12	-2%	-6%	-5%	0	0.6	-14	-7%	1%	0.0
Brc1ccc(-c2noc(-c3ccccn3)n2)o1	-6%	-1%	-3%	2	0.2	-7	-28%	-22%	0.3

Three compounds already listed, ordered by the value under TRHR ag, falling.
smiles,TRHR ag
Nc1c(-c2nc(-c3ccc(F)cc3)cs2)c2ccccn2c1C(=O)c1ccc2c(c1)OCO2,1.4
O=C(CSc1nc(-c2ccco2)cc(C(F)(F)F)n1)NN1CCOCC1,-0.1
CCOC(=O)C1(CCCc2ccccc2)CCN(S(C)(=O)=O)CC1,-0.4

One compound at a time, as listed above. Order of screens: mIDH1 inhibitor	Pin1 inhibitor	TrxR1 substrate	TRHR PAM	D2 ag	D2 antagonist	USP1-UAF1 inh	TrxR1 inh	TRHR ag
O=C(COC(=O)c1cccc(Br)c1)NCC1CCCO1 (configuration not stated) reads 5%	6%	3%[57.1 µM]	.	.	.	-4%	13%[57.1 µM]	.
Cc1c(NC(=O)COc2ncnc3ccccc23)c(=O)n(-c2ccccc2)n1C reads 5%	-14%	-4%	0	0.5	-6	-10%	20%[57.1 µM]	0.4
Cc1nnc(N2CCCCC2)c2ccccc12 reads -2%	-6%	-5%	0	0.6	-14	-7%	1%	0.0
Cc1c(C)c2ccc(OCC(=O)Nc3cccnc3)cc2oc1=O reads 3%	109%[activator]	23%	-2	-1.7	23	-29%	27%	0.2
COc1cc(C2NC(=O)NC(C)=C2C(=O)OCc2ccc(C)cc2)cc(OC)c1O (configuration not stated) reads 6%	2%	-8%	2	1.5	-6	-6%	-1%	0.3

Later entries
SMILES	mIDH1 inhibitor	Pin1 inhibitor	TrxR1 substrate	TRHR PAM	D2 ag	D2 antagonist	USP1-UAF1 inh	TrxR1 inh	TRHR ag
CS(=O)(=O)c1sc2nc(-c3cccs3)cc(-c3ccccc3)c2c1N	10%	32%[activator]	12%[57.1 µM]	1	0.1	12	-17%	?	1.0
N=C(N)c1ccc(N=Nc2c(O)ccc3c2[nH]c2ccccc23)cc1	0%	?	6%[11.4 µM]	.	.	.	?	9%[11.4 µM]	.
COc1ccc(NC(=O)C(=O)NCc2ccco2)cc1	2%	22%	0%	-2	-2.5	.	-6%	0%	-0.2
CCn1cc(/C=C(\NC(=O)c2ccccc2)C(=O)N2CCOCC2)c2ccccc21	2%	8%	-5%	-7	-0.2	26	-23%	-1%	0.1
Cc1cccc(N2C(=O)CSC23C(=O)N(Cc2cccc(F)c2)c2ccccc23)c1 (configuration not stated)	-9%	2%	0%	-1	0.1	.	?	29%	0.0
COc1ccccc1/C=C/C(=O)OCC(=O)N1CCCCC1	2%	10%	8%	.	.	.	-9%	-17%	.
COc1ccc(OC)c2c1C(=O)c1ccccc1C2=O	-1%	.	1%[57.1 µM]	-4	16	5	32µM*	21%[57.1 µM]	35*
S=c1[nH]nc2sc3ccccc3n12	-1%	-1%	3%	.	.	.	-24%	0%	.
COc1ccc(NC(=O)N2CCN(c3ccc([N+](=O)[O-])cc3)CC2)cc1OC	1%	9%	-8%	-6	.	.	-6%	-16%	-0.1
Cc1ccc(NC(=O)/C(C#N)=C/c2ccc(-c3ccc(Cl)c(C(=O)O)c3)o2)cc1C	-14%	2%	-3%	-7	-0.4	.	-24%	16%	2.1
CC1=CC(C2CC(=O)N(c3ccc(C)cc3)C2=O)CC2C(=O)N(c3ccc(C)cc3)C(=O)C12 (configuration not stated)	-5%	-5%	2%[57.1 µM]	12	-1.4	5	?	11%[57.1 µM]	-1.0
COC(=O)c1cc2oc3ccccc3c2n1Cc1nc(-c2ccccc2C)oc1C	.	4%	-5%	0	0.5	.	-20%	-15%	0.4
CCOc1ccccc1N(C(=O)c1snc(C(N)=O)c1N)C(CC)C(=O)NC1CCCC1 (configuration not stated)	26%	-8%	9%	-4	-2.4	3	-29%	15%	-0.1
O=c1ncn(C2CCCCC2)c(=O)[nH]1	2%	2%	7%	.	.	.	-7%	34%	.
S=c1[nH]nc(-c2cccnc2)n1Cc1ccccc1	-2%	-7%	9%[57.1 µM]	18	0.7	-17	-9%	-20%[57.1 µM]	0.5
CC(=O)Nc1ccccc1-c1nc2ccc(C(=O)N3CCN(c4cc(C)ccc4C)CC3)cc2[nH]c1=O	1%	-6%	1%	13	-0.2	-7	-19%	-4%	0.1
COc1cc(/C=C2\SC(=O)NC2=O)ccc1Oc1ccc([N+](=O)[O-])cc1[N+](=O)[O-]	-33%	-20%	6%[57.1 µM]	0	1.9	4	-16%	8%[57.1 µM]	-0.5
CCc1noc(C)c1C(=O)Nc1nc2ccc(S(C)(=O)=O)cc2s1	4%	-1%	-10%	0	-0.2	-13	-17%	-11%	0.3
CC(C)CNC(=O)C(=O)Nc1ccc2c(c1)N(S(=O)(=O)c1cccs1)CCC2	-4%	28%	4%[57.1 µM]	-1	3.1	2	-10%	14%[57.1 µM]	2.6
CC(=O)Nc1ccc(N/C=C/C(=O)c2ccc(C)cc2)cc1	2%	38%[activator]	0%	-2	-0.9	8	-4%	15%	-0.6

Assay outcomes from PubChem.

These rows are one share of the data (hit frequency here may not be typical).
